Mcl1 Bid PPI – Mcl-1/Bid interaction inhibition; 220,000 compounds, 0.97% hits; Q07820; AID 1021; TR-FRET Mcl-1/Bid-Dy647 peptide binding, 1536-well; inhibition, % at 21.7 µM;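 active means compounds that cut the binding signal by more than half at the single screening dose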;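 further: His-tagged Mcl-1 with europium anti-His antibody binding Bid BH3 peptide; 0% = Mcl-1 plus peptide wells and 100% = peptide-only wells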
Target sequence (Q07820 whole entry, looked up): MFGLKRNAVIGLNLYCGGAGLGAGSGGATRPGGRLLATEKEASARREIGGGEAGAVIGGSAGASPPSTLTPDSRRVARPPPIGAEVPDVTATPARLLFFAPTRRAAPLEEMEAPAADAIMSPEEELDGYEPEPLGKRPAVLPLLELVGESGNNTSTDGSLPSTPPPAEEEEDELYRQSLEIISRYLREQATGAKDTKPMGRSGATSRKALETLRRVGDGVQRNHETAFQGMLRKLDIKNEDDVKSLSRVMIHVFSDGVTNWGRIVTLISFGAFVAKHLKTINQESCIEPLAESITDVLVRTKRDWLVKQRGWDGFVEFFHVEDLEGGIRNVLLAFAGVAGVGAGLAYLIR
Pf gametocyte – P. falciparum stage V gametocyte viability inhibition. 150,000 compounds, 0.065% hits. P. falciparum stage V gametocytes, ATP luminescence, 24 h. inhibition, % at 10.9 µM;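 active means inhibition above the mean plus 3 SD of compounds within the control limits, set per campaign, cut at about 38% in these data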;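 further: 0% = DMSO wells and 100% = medium only without gametocytes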
Avidin bead fluor – avidin bead compound fluorescence profile | Avidin beads, compound fluorescence 488/530 nm, flow cytometry; active compounds read high | fluorescence (KMESF) at 10 µM | 220,000 compounds, 0.38% hits | AID 1775; in the data active means fluorescence above about 47; further: inactives centre near 10
Mcl1-Noxa inh – disrupts binding of human Mcl-1 to Noxa peptide; TR-FRET Mcl-1/Noxa peptide binding, 2 h; inhibition, % at 21.7 µM; 220,000 compounds, 1.5% hits; AID 1022;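 active means compounds that cut the protein-peptide binding signal by more than 50% relative to plate controls in a single-dose test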;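 further: His-tagged Mcl-1 with rhodamine Noxa BH3 peptide and terbium anti-His antibody; 0% = Mcl-1 plus Noxa peptide wells and 100% = peptide-only wells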
* = called active by the depositor; . = not tested or not shown. An excerpt; the hit share may differ from the screen's.

smiles | Mcl1 Bid PPI | Pf gametocyte | Avidin bead fluor | Mcl1-Noxa inh
CC(=O)Nc1nonc1-c1nc2ccccc2n1C | . | -7 | . | .
Cc1nc(C)c(-c2csc(Nc3ccc(O)c(C(=O)O)c3)n2)s1 | . | 29 | . | .
COc1ccc([C@@H]2[C@@H]3C(=O)N(C(C)(C)C)C(=O)[C@@H]3[C@]3(C)C(=O)N(c4ccc(C(F)(F)F)cc4)C(=O)N23)cc1 | . | 1 | . | .
COc1ccc(OC)c(-c2cc(C(=O)N/N=C/c3ccc(F)cc3)c3ccccc3n2)c1 | . | 8 | . | .
COc1ccc2nc(NC(=O)c3ccccc3F)sc2c1 | . | -13 | . | .
C=C(c1ccccc1)c1ccccc1N | . | 12 | . | .
O=C(O)c1cccc(-c2ccc3c(c2)OCO3)c1 | . | 0 | . | .
COc1ccc(-c2nnn(CC(=O)NC3CCCc4ccccc43)n2)cc1OC (stereo not drawn) | . | 11 | . | .
COc1cc(OC)cc(-c2c(C#Cc3ccsc3)c3cc(-c4ccc(N(C)C)nc4)ccc3n2C)c1 | . | 7 | . | .
COc1ccc(/C=C/c2nc(C#N)c(NCCN(C)C)o2)cc1OC | . | -2 | . | .
CN(C)CCC(=O)C(Cc1ccccc1)c1ccccc1 (stereo not drawn) | . | 14 | . | .
Cc1ccc2c(c1)cc(C(=O)N1CCN(c3ccccn3)CC1)n2C | . | -15 | . | .
COc1nc(N(C)C)nc(N(C#N)S(=O)(=O)c2ccc(C)cc2)n1 | . | -31 | . | .
O=C(O)/C(=C\c1ccccc1)c1ccc2ccccc2c1 | . | -11 | . | .
Cc1ccc(C(=O)Nc2nccc(C)n2)cc1 | . | -9 | . | .

2 entries from above in a different format.
> CC(=O)Nc1nonc1-c1nc2ccccc2n1C
  Mcl1 Bid PPI: .
  Pf gametocyte: -7
  Avidin bead fluor: .
  Mcl1-Noxa inh: .
> Cc1nc(C)c(-c2csc(Nc3ccc(O)c(C(=O)O)c3)n2)s1
  Mcl1 Bid PPI: .
  Pf gametocyte: 29
  Avidin bead fluor: .
  Mcl1-Noxa inh: .

Additional compounds follow:
smiles | Mcl1 Bid PPI | Pf gametocyte | Avidin bead fluor | Mcl1-Noxa inh
Cc1ccc(/C(O)=C2\C(=O)C(=O)N(C)C2c2cccc([N+](=O)[O-])c2)cc1 (stereo not drawn) | . | -2 | . | .
O=C(NCc1cccc(Br)c1)C1CC(c2cc(C(F)(F)F)cc(C(F)(F)F)c2)=NO1 (stereo not drawn) | . | -8 | . | .
COC(=O)[C@]1(Cc2ccccc2)N[C@H](c2ccc(-c3cc(C(C)=O)cs3)cc2)[C@@H]2C(=O)N(C)C(=O)[C@@H]21 | . | -4 | . | .
C#CCOCCOCCOCCNc1nc(N2CCN(C(=O)[C@H](CCC(=O)O)n3cc([C@@H](N)CCCCN)nn3)CC2)nc(N2CCN(C(=O)[C@H](CCCCN)n3cc([C@@H](N)CC(N)=O)nn3)CC2)n1 | . | 9 | . | .
CCOC(=O)N1CCN(C(=O)C(C)c2ccc([N+](=O)[O-])cc2)CC1 (stereo not drawn) | . | 16 | . | .
C[C@H](CO)N1C[C@H](C)[C@@H](CN(C)C(=O)Nc2ccc3c(c2)OCO3)Oc2c(NC(=O)c3ccncc3)cccc2C1=O | . | -52 | . | .
O=S(=O)(NCC1CCC(NS(=O)(=O)c2c(F)cccc2F)CC1)c1ccc2c(c1)OCCO2 (stereo not drawn) | . | 19 | . | .
O=C(CN1C(=O)CNC1=O)Nc1ccc(Cl)cc1 | -49 | -4 | . | 9
Fc1ccccc1/C=N/n1cc(-c2ccccc2)[nH]c1=S | -77 | -17 | . | 1
COc1ccc(O)c(C2=Nc3ccccc3N=C(c3ccccc3)C2)c1 | -6 | 16 | . | 2
C/C(=N\NC(=O)Cn1ccc(C(F)(F)F)n1)c1ccc(N2CCOCC2)cc1 | -47 | -6 | . | -26
Cc1ccc(NC(=S)N/N=C/c2cccn2Cc2ccccc2F)cc1 | -99 | 11 | . | 16
Cc1ccc(S(=O)(=O)N(C)c2nc3ccccc3[nH]c2=S)cc1 | -129 | -10 | . | -46
O=C1CN(C(=O)COC(=O)c2cc(S(=O)(=O)N3CCOCC3)ccc2Cl)c2ccccc2N1 | -14 | 20 | . | 18
CSc1ncccc1C(=O)Nc1ccc2nc(C)sc2c1 | -57 | -8 | . | -4
COC(=O)c1c(C)[nH]c(C(=O)C(C)OC(=O)C2=NNC(=O)CC2)c1C (stereo not drawn) | -22 | 5 | . | -23
COC(=O)Cn1c(=O)c2c(n(Cc3ccccc3)c1=O)N/C(=C/c1ccc(Br)cc1)C2=O | -21 | 7 | . | 54*
O=C(COc1ccccc1)Nc1ncn[nH]1 | -11 | -24 | . | 17
CC(c1ccccc1)n1c(-c2cccs2)nc2c(c(=O)c3ccccc3n2C)c1=O (stereo not drawn) | 36 | -13 | . | 3
C=CCNC(=S)N/N=C/c1ccc(C)s1 | -141 | 9 | . | 7
COc1ccc(C(=O)COC(=O)CCc2ccccc2)cc1 | -59 | -4 | . | 1
CCC(C)Cn1c(O)cc2nn(-c3nc4ccccc4s3)c(=O)c-2c1C (stereo not drawn) | -219 | -10 | . | -71
C=CCn1c(SCC2CCCCO2)nc2sc(CC)cc2c1=O (stereo not drawn) | -18 | -9 | . | -10
Cc1cccc(CN2CCN(CC(C)C)C(CCO)C2)n1 (stereo not drawn) | -8 | -8 | . | 2
Cc1ccc2c(c1)C1CN(C)CCC1N2C(=O)COc1ccccc1F (stereo not drawn) | -14 | 2 | . | 1
CCOc1ccc2[nH]c3c(=O)n(CCc4ccc(OC)cc4)cnc3c2c1 | 28 | -3 | . | -13
Cc1ccc(NCC(=O)N/N=C/c2ccc(C(=O)O)cc2)cc1 | -143 | 3 | . | 12
CN(C)S(=O)(=O)c1ccc(Cl)c(NC(=O)COC(=O)CC(NC(N)=O)c2ccc(Cl)cc2)c1 (stereo not drawn) | -20 | 4 | . | -12
COc1ccc(N(CC(=O)NCCC2=CCCCC2)S(=O)(=O)c2ccccc2F)cc1 | -56 | -1 | . | 14
CCCCN(c1ccccc1)S(=O)(=O)c1cccc2cccnc12 | -36 | 0 | . | -5
C/C(=N\NC(=S)Nc1ccccc1C)c1cc2ccccc2o1 | -185 | -15 | . | -76
O=C(CCCN1C(=O)/C(=C/c2ccccc2Cl)SC1=S)NNC(=O)c1ccc(Cl)cc1Cl | 6 | 8 | . | 26
Cc1cc(C)c2nc(/N=C(\N)NC(=O)c3ccccc3)nc(C)c2c1 | -3 | 3 | . | -25
O=C(Nc1ccc(Cl)c(Cl)c1)N(CCCN1CCOCC1)Cc1cccnc1 | -49 | -26 | . | -7
Cc1nc(N)sc1N=Nc1c(C)n(C)n(-c2ccccc2)c1=O | -56 | 9 | . | 13
Cc1cc(C[n+]2cc(Br)ccc2N)c2ncccc2c1 | -15 | 5 | . | -10
COCCCNC(=O)CN1C(=O)/C(=C/c2ccccc2)Sc2ccccc21 | -47 | 11 | . | -7
CC12CCC(C(=O)N3CCCCC3)([C@H](Br)C1=O)C2(C)C (stereo partly drawn) | -4 | -109 | . | -13
O=C(Nc1ccc(Cl)cc1Cl)c1csc(-c2cccnc2)n1 | 20 | 4 | . | 13
COC(=O)c1ccc(/C=N/NC(=S)NC(C)C)cc1 | -72 | 11 | . | 3
CCN(CC)C1=C(Cl)C(=O)C(Cl)C12OCCO2 (stereo not drawn) | -1 | 1 | . | 11
O=C(OCC(=O)N1CCc2ccccc2C1)c1cc(=O)[nH]c2ccccc12 | -7 | 14 | . | -6
Cc1occc1C(=O)Nc1cccc([N+](=O)[O-])c1C | -7 | 10 | . | -11
CC(C)CCC1(CCNC(C)c2cccs2)CCOC(C)(C)C1 (stereo not drawn) | -6 | 16 | . | 1
CCc1cccc(CC)c1NC(=S)Nc1ccc2cn[nH]c2c1 | -138 | -14 | . | -14
Cc1cc[n+]2n1CC(O)C2 (stereo not drawn) | -9 | 8 | . | 7
C/C(N)=C(/C#N)C(=O)COC(=O)c1ccc(NC(N)=O)cc1 | -23 | 2 | . | -9
CSc1ccccc1NC(=O)CN1c2ccccc2CC1C (stereo not drawn) | -128 | -4 | . | -15
CC1CCCC(NC(=O)COC(=O)/C=C/c2ccc(S(=O)(=O)N3CCOCC3)cc2)C1C (stereo not drawn) | -22 | 0 | . | 6
CN(C)/C=C/C(=O)c1ccccc1 | -149 | 12 | . | -5
Cc1cc(C)n2nc(C(=O)Nc3cccc(S(=O)(=O)N(C)c4ccccc4)c3)nc2n1 | -6 | 1 | . | 4
O=C(CNCc1ccccn1)N1CCc2ccccc2C1 | -32 | -23 | . | -105
CN(C)S(=O)(=O)c1ccc(C(=O)NCC(C)(C)N2CCOCC2)cc1 | -10 | -2 | . | 8
CCOC(=O)c1sc(Nc2ccccc2Cl)nc1C | 32 | -26 | . | 4
CCc1ccc2n(-c3ccc(OC)cc3)c([S-])c(C(=O)Nc3cc(C)cc(C)c3)[n+]2c1 | -45 | 16 | . | -52
CC[N+]1(CC(O)COC2CC(C)CC(C)(C)C2)CCOCC1 (stereo not drawn) | -4 | 12 | . | 1
COc1ccc(C(=O)N[C@H](C(=O)Nc2ccc(S(=O)(=O)N3CCOCC3)cc2)C(C)C)cc1 | -28 | 5 | . | 6
Cc1cc(C(=O)COc2cccnc2[N+](=O)[O-])c(C)n1-c1ccccc1F | -120 | 2 | . | 2
CCN(CC)S(=O)(=O)c1cccc(-c2nnc(SCC(N)=O)n2N)c1 | -16 | -2 | . | -3
COc1ccccc1Nc1c2c(nc3ccc(N)cc13)CCCC2 | -218 | -19 | . | -73

(more compounds)
smiles | Mcl1 Bid PPI | Pf gametocyte | Avidin bead fluor | Mcl1-Noxa inh
Nc1nnn(CC(=O)N/N=C/c2ccccc2)n1 | -50 | -4 | . | -7
O=C(N/N=C/c1ccncc1)c1cccc(S(=O)(=O)Nc2ccc(Cl)cc2)c1 | 79* | 17 | . | 3
COC(CNC(=O)c1coc2nc3ccccc3nc12)OC | -51 | 23 | . | -16
CC(=O)N1N=C(c2cccs2)CC1c1cc2cc(C)ccc2nc1Cl (stereo not drawn) | 25 | -46 | . | -17
N=c1sccn1CC(=O)Nc1ccc([N+](=O)[O-])cc1Cl | -4 | 4 | . | 11
CCOP(=O)(OCC)C(Nc1ccc(F)cc1)c1ccccc1 (stereo not drawn) | -18 | -10 | . | -3
COc1ccc(C(=O)[C@H]2[C@H]3C(=O)N(c4ccccc4)C(=O)[C@H]3C3C=CC=NN32)cc1 (stereo partly drawn) | -17 | -1 | . | 4
COc1ccc(CCNC(=O)COC(=O)Cn2cnc3ccccc3c2=O)cc1 | -24 | 21 | . | 6
COc1ccc(/C=N/NC(=O)CN2CCCc3ccccc32)c(OC)c1 | -129 | -12 | . | 6
Cc1cc(C)c(C)c(S(=O)(=O)N[C@@H](C)C(=O)OC(C)C(=O)NC(N)=O)c1C (stereo partly drawn) | -15 | 4 | . | -21
O=C(COc1ccccc1)N1CCN=C1SCc1ccccc1F | -28 | 9 | . | 2
O=C(Cn1nnc2ccccc21)c1ccc([N+](=O)[O-])cc1 | -10 | -16 | . | 16
COc1ccc(N2CCC(CNC(=S)Nc3cc(C)ccc3C)C2)cc1 (stereo not drawn) | -147 | -53 | . | 25
CC(C)N(C(=S)Nc1cccnc1)c1ccccc1 | -35 | -9 | . | 0
CN1CCN(c2nc(Nc3ccccc3)nc(N)c2[N+](=O)[O-])CC1 | -8 | -13 | 7 | 12

Copied from the list:
In Mcl1 Bid PPI, Nc1nnn(CC(=O)N/N=C/c2ccccc2)n1 has -50
In Mcl1-Noxa inh, COc1ccc(N2CCC(CNC(=S)Nc3cc(C)ccc3C)C2)cc1 (stereo not drawn) has 25

Next section
smiles | Mcl1 Bid PPI | Pf gametocyte | Avidin bead fluor | Mcl1-Noxa inh
COc1ccc(/C=N/NC(=O)c2ccn[nH]2)cc1CN1CCOCC1 | 6 | 3 | 8 | -9
c1ccc(-c2nn[nH]n2)cc1 | -34 | -3 | 8 | 13
C#CC(C)(C)NC(=O)c1ccc(-c2ccccc2F)cc1 | 5 | -7 | 10 | 4
O=C(O)COc1ccccc1/C=N/NC(=O)CN1CCN(Cc2ccccc2Cl)CC1 | -60 | 26 | 8 | -5
Cc1ccc(C(CC(=O)NCCCN(C)C)c2ccc(OC(C)C)cc2)cc1 (stereo not drawn) | 1 | -19 | 4 | 18
C=CCNC(=O)NC(=O)COC(=O)[C@H](C)NS(=O)(=O)c1c(C)c(C)cc(C)c1C | -24 | 19 | 12 | -1
Cc1ccc(/C=N\NC(=O)C2CC(=O)N(c3ccccc3)C2)o1 (stereo not drawn) | -22 | 8 | 9 | -1
COc1ccc(C)c2sc(=NC(=O)c3cccc(N4C(=O)CCC4=O)c3)n(C)c12 | -5 | 7 | 6 | -29
O=C(O)c1nn(CC(=O)N2CCN(S(=O)(=O)c3ccc(Cl)cc3)CC2)c(=O)c2ccccc12 | 2 | -14 | 11 | 2
O=C1c2ccccc2C(=O)c2c1cccc2-n1nnc2ccccc21 | -49 | 4 | 7 | 11
Cc1ccccc1NC(=O)COc1ccc2c(c1)OC(C)(C)CC2=O | 10 | -4 | 6 | -10
Cc1c(C#N)c2ccccc2n1C | -3 | -8 | 8 | 14
O=C(Nc1ccccc1)c1ncoc1-c1ccc(Cl)cc1 | -6 | 20 | 4 | 8
O=[N+]([O-])c1cccc2ncccc12 | 17 | 21 | 9 | 6
Cc1nc(S/C(=C/c2ccc(-c3cc(Cl)ccc3C)o2)C(=O)O)n[nH]1 | -22 | 0 | 3 | 20
OCCC1CN(Cc2cnc(-c3ccc(Cl)cc3)nc2)CCN1C1CCCC1 (stereo not drawn) | -23 | -28 | 4 | 20
